# Assay outcomes deposited in PubChem BioAssay by National Center for Advancing Translational Sciences (NCATS).
# Lipid storage S3 – qHTS Assay for Lipid Storage Modulators in Drosophila S3 Cells. Drosophila S3 cells, BODIPY lipid droplet fluorescence, 18-24 h; cells fed with added oleic acid. AID 2685. Potency in µM for hits, for the others lipid storage change, negative = inhibition, % at the top dose, mostly 46.1 µM. actives 0.64% (n = 320,000); active = well fitted inhibition curve with a large enough effect in the signal ratio, with a control signal flat, not every such curve was filed as active; inconclusive = small, poorly fitted or top-dose-only effect, or effect the other way, or a change in a side signal; the % refers to the signal ratio
#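 Drosophila S3 cells loaded with oleic acid (400 uM, as added) and compounds at several concentrations; lipid droplets imaged by 488-nm laser-scanning cytometry, 500–530 nm intensity and object ratio to cell channel. Percent activity normalized to 20 uM Triacsin C.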
# Lipid storage S3 cell count max – also measured in Lipid storage S3; calls as there; cell number change, %; measured here: cell count max response;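 cells counted by Cell Tracker Red CMTPX staining in the red channel; peak over a dose series mostly up to 46.1 µM; percent activity relative to internal control wells on each plate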
# * = called active by the depositor; i = inactive; ? = inconclusive; / = no result given; [ ] = dose if it differs, or a comment. % is scaled to controls: 0 for no effect and ±100 for the full control effect; potency is read from the fitted curve at half-maximal effect. These rows are one share of the data (hit frequency here may not be typical).
structure	Lipid storage S3	Lipid storage S3 cell count max
CNC(C)C(=O)NC(C(=O)N1CCCC1C(=O)NNc1ccccc1)C(C)C (stereo unspecified)	17%	-17
O=C(N/N=C/c1cccc(Oc2ccccc2)c1)c1ccccc1F	?	/
Cc1cccc(NC(=O)CSCC(=O)Nc2ccc(S(=O)(=O)N3CCCC3)cc2)c1	?	/
CCn1nnc(C(=O)O)c1C(=O)O	?	/
Oc1[nH]c(=S)sc1C=C1N=c2ccccc2=N1	?	/
O=S(=O)(NC1CCCCC1)c1ccc(-c2csnn2)s1	?	/
Cc1cc(NC(=O)c2cc(-c3cccs3)nc3ccccc23)no1	?	/
CCN(CC)CCN(C(=O)c1c(F)cccc1F)c1nc2cc(C)cc(C)c2s1	?	/
Cc1ccccc1OCC(=O)NC1CCCCCCC1	?	/
CCOc1c2ccc(C(=O)NCc3ccc(C(F)(F)F)cc3C(F)(F)F)cc2nn1C	?	/
Nc1nnc(SCC(=O)NC2CCCC2)s1	?	/
O=C(COC(=O)c1cccnc1SC(F)F)NC1CC1	-7%	/
c1ccc2c(CNc3ccc(CNc4ncn[nH]4)cc3)cccc2c1	-4%	-18
Cc1ccc(N2CCN(Cc3ccccc3)CC2=O)c(C)c1	?	/
CN(C(=O)c1c(Cl)nc2sccn12)C1CCCCC1	i	/
CCCCN(C(=O)c1c(CC)noc1C)c1c(N)n(CCC)c(=O)[nH]c1=O	-5%	1
O=C(NC1CC2CCC1C2)c1ccco1 (stereo unspecified)	-12%	25
CCCOc1ccccc1NC(=O)Nc1ccccc1Cl	?	/
CCCOC1CCCN(C(=O)c2ccc(OC)c(OC3CCN(C(C)C)CC3)c2)C1 (stereo unspecified)	?	/
CCc1ccc(-c2cc(C(=O)Nc3ccc(S(=O)(=O)NC(C)=O)cc3)c3ccccc3n2)cc1	?	/
COC(=O)c1nc(NC(=O)c2ccc(Cl)cc2)n[nH]1	?	/
Cc1csc(SCC(=O)Nc2cccc3nsnc23)n1	?	/
c1ccc(NC2=NCCN2CCC2CCCC2)cc1	-2%	11
Cc1cc(OCC(=O)OCC(=O)NC2CCCCC2C)ccc1Cl (stereo unspecified)	?	/
O=C(Cn1cc([N+](=O)[O-])ccc1=O)NCc1ccc(Cl)cc1Cl	?	/
CC(C)CC(NS(=O)(=O)OCC(Cl)(Cl)Cl)c1ccccc1 (stereo unspecified)	?	/
O=C(Nc1ccccc1N(C(=O)c1ccco1)S(=O)(=O)c1cccs1)c1ccco1	?	/
Cc1ccc(C(=O)C[n+]2cccc3cc(C)ccc32)cc1	-5%	-5
Cc1nn(CC(=O)NCCCN2C(C)CCCC2C)c(=O)c2cc3occc3n12 (stereo unspecified)	?	/
COc1cccc(C2NC(=O)CCC2[N+](=O)[O-])c1 (stereo unspecified)	?	/
COc1ccc(/C=C/C(=O)NC(=S)Nc2ccccn2)cc1	i	/
CN(Cc1ccccc1)C(=O)c1[nH]cnc1C(=O)NCC(=O)OC(C)(C)C	?	/
CCOC(=O)C1CN(S(C)(=O)=O)c2cc(CC(=O)OC)ccc2O1 (stereo unspecified)	5%	-12
CC(NC(=S)NC1CCC(C(C)(C)C)CC1)c1ccccc1 (stereo unspecified)	?	/
COCCNC(=O)C(c1ccc(C)o1)N(CC1CCCO1)C(=O)Cn1nnc2ccccc21 (stereo unspecified)	?	/
CC(C)(C)OC(=O)N1CCC(CNC(=O)c2ccccc2)CC1	?	/

# 7 compounds picked at random from the list so far, as already listed:
structure	Lipid storage S3	Lipid storage S3 cell count max
Cc1nn(CC(=O)NCCCN2C(C)CCCC2C)c(=O)c2cc3occc3n12 (stereo unspecified)	?	/
Cc1ccc(C(=O)C[n+]2cccc3cc(C)ccc32)cc1	-5%	-5
CC(NC(=S)NC1CCC(C(C)(C)C)CC1)c1ccccc1 (stereo unspecified)	?	/
CN(Cc1ccccc1)C(=O)c1[nH]cnc1C(=O)NCC(=O)OC(C)(C)C	?	/
O=C(Cn1cc([N+](=O)[O-])ccc1=O)NCc1ccc(Cl)cc1Cl	?	/
CC(C)(C)OC(=O)N1CCC(CNC(=O)c2ccccc2)CC1	?	/
O=C(Nc1ccccc1N(C(=O)c1ccco1)S(=O)(=O)c1cccs1)c1ccco1	?	/

# (next part)
structure	Lipid storage S3	Lipid storage S3 cell count max
Cc1cnccc1NC(=O)c1cccs1	20%	18
Cn1c(NNC(=O)C(c2ccccc2)c2ccccc2)cc(=O)n(C)c1=O	?	/
CCOc1cc(NC(=S)Nc2cccc(OC)c2)c(OCC)cc1NC(=O)C(C)C	-1%	3
C/C(=N/NS(=O)(=O)c1ccc(C)cc1)c1c(O)c2ccccc2oc1=O	?	/
O=C(NCCCn1ccnc1)c1ccc(S(=O)(=O)Nc2ccccc2)cc1	?	/
COc1cc(OC)cc(C(=O)OCC(=O)N2CCCC2)c1	i	2
CC(C)CCNc1nnnc2c1sc1nc(N3CCOCC3)c3c(c12)CC(C)(C)SC3	?	/
Cn1c(CNC(=O)c2ccco2)nnc1SCC(=O)Nc1ccccc1Cl	0%[0.0737 µM]	24
Cc1ccc(N2CC3=C(C2=O)C(c2ccccc2)NC(=O)N3C)cc1 (stereo unspecified)	?	/
Cc1cccc(OCCOCCSc2ncccn2)c1	i	29
N#CCCN1CCN(C(CNS(=O)(=O)c2ccc(Cl)cc2)c2ccccc2)CC1 (stereo unspecified)	9%	5
COc1ccc(CCNc2cc(C)nc3c(-c4ccc(Cl)cc4)c(C)nn23)cc1OC	-1%	3
COc1ccccc1N1CCN(/N=C/c2cc(OC)c(OC)c(OC)c2)CC1	28%	13
CC(C)=CC(=O)Nc1ccc2c(c1)OCO2	?	/
CC(C)c1ccc(C(C(=O)NC2CCCC2)N(C(=O)c2csnn2)C2CC2)cc1 (stereo unspecified)	?	/
O=C(Nc1ccc(Cl)cc1Cl)C1CCCO1 (stereo unspecified)	?	/
Cc1cccc(-n2c(-c3ccccc3)c[nH]c2=S)c1C	7%	4
S=c1[nH]nc(-c2cccnc2)n1-c1ccc2c(c1)OCCO2	1%	5
O=C(CN1C(=O)c2cccc3cccc1c23)N1CCc2ccccc2C1	?	/
Cc1nn(-c2cccc(C(=O)O)c2)c(C)c1[N+](=O)[O-]	?	/
COc1ccccc1N(CC(=O)N/N=C/c1ccc(C(=O)O)cc1)S(=O)(=O)c1ccc(C)cc1	18%	/
CCCCNS(=O)(=O)c1ccc(NC(=O)Cc2ccccc2[N+](=O)[O-])cc1	-6%	2
O=C(COC(=O)c1cccnc1Nc1ccccc1F)NCc1ccc2c(c1)OCO2	16%	5
CCN(CC(=O)Nc1c(F)cccc1F)C(=O)/C=C/c1ccc(OCC#N)c(OC)c1	?	/
O=C(COC(=O)c1ccc[nH]c1=O)Nc1ccc2c(c1)OC(F)(F)O2	2%	10
COc1ccc(OCCCC(=O)OC(C)C(=O)Nc2ccc(NC(C)=O)cc2)cc1 (stereo unspecified)	?	/
NC(=O)CCCn1c(C(=O)c2ccc(Cl)cc2)c2ccc(C(F)(F)F)cc2[n+]1[O-]	?	/
CC(NC(=O)Cn1cnnn1)C12CC3CC(CC(C3)C1)C2 (stereo unspecified)	0%	-1
COC(=O)c1nn(-c2ccccc2)c(=O)cc1Sc1ccc(Cl)cc1	?	/
CNC(=O)COc1ccc(S(=O)(=O)Nc2ccc(OC)cc2)cc1	-6%	10
O=C(CSc1nc2ccccc2c(=O)n1-c1ccc(F)cc1)NC1CC1	11%	6
CCOC(=O)c1ccc(NS(=O)(=O)c2c(C)[nH]c(C)c2C(=O)N2CCCCC2)cc1	i	/
Cc1cccc(/C=C/C(=O)c2ccc([N+](=O)[O-])o2)c1	?	/
CCN(CC)CCCN1C(=O)C(O)=C(C(=O)c2cc3ccccc3o2)C1c1ccccn1 (stereo unspecified)	?	/
CC1CCC(NC(=O)c2ccc(NC(=O)c3ccc(=O)[nH]c3)cc2)CC1 (stereo unspecified)	3%	22
Cc1cccc(NC(=O)NCCN2C(=O)C3C4C=CC(C4)C3C2=O)c1 (stereo unspecified)	?	/
O=C(CCn1c(=O)sc2ccccc21)NC1CCCCC1	i	-29
COc1ccc(CCNC(=O)c2ccc3c(SCC(=O)O)c4c(nc3c2)CCCC4)cc1OC	1%	/
Cc1cc(C)cc(OCC(O)Cn2nc(C)cc2C)c1 (stereo unspecified)	?	/
O=C(CSc1nnc2c(Cl)cc(Cl)cn12)NC1CCS(=O)(=O)C1 (stereo unspecified)	?	/
CN1CCN(CCCCOc2ccc(F)cc2)CC1	?	/
COc1ccc(CCNC(=O)c2cc(-c3cccs3)on2)cc1OC	?	/
COc1ccccc1NC(=S)NNC(=O)c1cc(C)nn1C	?	/
CCc1ccc(NC(=S)N(Cc2ccc(Cl)cc2)Cc2ccc(C(=O)O)cc2)cc1	6%	-18
COc1ccc(Cn2nnnc2C(c2cccs2)N2CCN(c3ccccc3)CC2)cc1 (stereo unspecified)	3%	-12
COc1ccc(-c2cc(C(F)(F)F)nc(SCC(=O)NCc3cccs3)n2)cc1	?	/
O=C(CC(=O)N/N=C\c1ccccc1[N+](=O)[O-])NCCc1ccccc1	12%	-6
CCCCCCNCC(=O)N1CCC(Cc2ccccc2)CC1	-19%	-4
O=C(Cn1c(-c2cscn2)nc2ccccc21)Nc1cc(F)ccc1F	?	/
Cc1cccn2c(NC(=O)c3cccs3)c(-c3ccccc3)nc12	-18%	/
COc1ccc([N+](=O)[O-])cc1NC(=O)CSc1nccc(C)n1	?	/
COC(=O)C(N)Cc1ccc(O)c(O)c1 (stereo unspecified)	i	/
COc1ccc2c(c1)-c1ccccc1S(=O)(=O)N2C	3%	0
CCOc1ccc(NC(=O)CNC(=O)c2ccco2)cc1	?	/
COc1ccccc1NC(=O)Nc1ccnn1C1CCN(C(=O)c2cscn2)CC1	i	1
O=c1c2c3nc4ccccc4nc3n(/N=C/c3cccs3)c2ncn1-c1ccccc1	i	21
Cc1cccc(NS(=O)(=O)c2ccc(C(=O)NCC3CCCO3)cc2)c1C (stereo unspecified)	?	/
COc1ccc(CCCc2n[nH]c(=S)o2)c(C)c1	24%	/
CN(C)CCCNC(NC(=O)/C=C/c1ccccc1)C(Cl)(Cl)Cl (stereo unspecified)	-6%	22
O=C(CN1CCCC1)Nc1cc(C(F)(F)F)cc(C(F)(F)F)c1	?	/

# Next section
structure	Lipid storage S3	Lipid storage S3 cell count max
COc1cccc(N/C=C(\C#N)c2ccc(OCCCF)cc2)c1	?	/
COC(=O)COc1ccc(S(=O)(=O)N2CCN(c3ccc(OC)cc3)CC2)cc1	1%	5
CCCCCCN1CC(O)=C(c2ccccc2)C1=N	i	/
Cc1ccc(CNS(=O)(=O)c2c(C(=O)N3CCCCC3)c(C)n(C)c2C)o1	?	/
O=C(CSc1nnc2ccccn12)N1CCOCC1	-9%	-18
CC(C)(C)NC(=O)c1cc(NC(=O)c2ccco2)cc(NC(=O)c2ccco2)c1	?	/
COc1ccc(Cc2nnc(NC(=O)c3ccccc3F)s2)cc1OC	?	/
C#CCSc1nsc(SCC#C)c1C#N	?	/
CCN1C(=O)C(CC(=O)Nc2ccc(OC)cc2)N(Cc2ccc(OC)c(OC)c2)C1=S (stereo unspecified)	-10%	-2
COc1cccc(C(=O)NCCN2CCN(c3ccccc3)CC2)c1	i	1
CCCNC(=O)N1CCC(c2ccc3c(c2)OCO3)CC1	?	/
O=c1[nH][nH]c(-c2ccccc2)c1C=Nc1cccc(Cl)c1	-15%	2
CC(C)NC(=O)C12CC3CC(C1)CC(C(=O)NC(C)C)(C3)C2	i	19
C/C(=N\NC(=O)c1ccc(-c2ccccc2)cc1)c1ccco1	?	/
CCOC(=O)c1cccc(NC(=O)CSc2nnc(COc3ccccc3C)o2)c1	?	/
Cn1c(=O)oc2cc(S(=O)(=O)N3CCN(c4ccccn4)CC3)ccc21	2%	14
Cc1nnc2n(Cc3ccccc3)c(=O)c3c4c(sc3n12)CCCC4	?	/
Cc1cc(C(=O)CCl)c(C)n1CCc1ccc(Cl)cc1	?	/
COc1ccc(-n2c(-c3ccc(Cl)cc3Cl)n[nH]c2=S)c(OC)c1	?	/
Cc1ccc(-c2nnc(Cc3ccc([N+](=O)[O-])cc3)o2)cc1	3%	15
Cc1cc(C)c(S(=O)(=O)N(C)CC(=O)NC2CCCC2)c(C)c1	?	/
O=C1C=C(c2cccc(Cl)c2)C[C@@H](c2ccc(Cl)cc2)C1	?	/
Cc1cccn2c(=O)c(/C=C(\C#N)S(=O)(=O)c3ccccc3)c(N3CCCCC3)nc12	-24%	/
CC1CCN(c2nc3c(c(=O)[nH]c(=O)n3C)n2CC(C)CSc2nnnn2-c2ccccc2)CC1 (stereo unspecified)	?	/
Cn1c(SCC(=O)NCCc2ccccc2)nnc1-c1ccco1	-4%	-12
O=C(NCc1ccccc1F)c1ccc(S(=O)(=O)NCc2ccco2)cc1	?	/
Cc1nc2nc3c(c(=O)n2[nH]1)CCCC3	-12%	1
O=C(Nc1cc(NC(=O)c2ccccc2F)ccc1Cl)c1ccccc1	16%	10
Cc1ccc(CN(Cc2cc3cc(C)ccc3[nH]c2=O)C(=O)N2CCOCC2)cc1	?	/
